TRPC6 act = mouse TRPC6 channel activators, primary screen, cell-based, HEK293, membrane potential dye | Short transient receptor potential channel 6 (Mus musculus), Q61143 | HEK293-TRPC6 membrane potential dye fluorescence; hits give high values | B-score at 10 µM | 310,000 compounds, 0.13% hits | AID 2550, 2010;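 active means B-score of the integrated fluorescence ratio above library mean plus 3 SD, and starting fluorescence ratio within library mean plus 5 SD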;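 further: higher score means more depolarization so channel activation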
TRPC4 block = inhibitors of mouse TRPC4 channel, primary screen, Fluo4 calcium, HEK293 TRPC4beta/mu-opioid cells; DAMGO-evoked Fluo4 calcium flux; hits give low values; B-score at 10 µM; 300,000 compounds, 0.39% hits;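 active means B-score over 3 SD under the library average, no early fluorescence shift, positive overall ratio signal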
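test system = HEK293 cells with stable TRPC4beta plus mu-opioid receptor expression | detection = Fluo4 Ca2+ flux fluorescence | read-out = integrated fluorescence ratio relative to baseline, converted to per-well B score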
MrgX1 allo act = positive allosteric modulators of MrgX1, primary screen, HEK293 cells, Fluo-4 calcium flux. B-score at 10 µM. 310,000 compounds, 0.63% hits. FDSS; hits give high values;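 active means plate-corrected calcium response at least 3 library SD above typical, normal starting fluorescence, not activating the receptor alone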;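 further: compound read alongside a low EC10 to EC30 dose of BAM8-22 agonist; peak minus trough fluorescence over baseline measured at the second addition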
RGS4 inh = RGS4 inhibitors, primary screen, cell-based, HEK293 M3R inducible RGS4, calcium flux. B-score at 10 µM. AID 463165, 2010. 310,000 compounds, 0.45% hits. Fluo-4 calcium flux; hits give high values; triggered by carbachol at its EC20. Regulator of G-protein signaling 4 (Homo sapiens), P49798;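 active means B-score, a plate-corrected calcium signal, over three deviations above library mean, with baseline fluorescence within five deviations of library mean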;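 further: RGS4 expression induced by doxycycline in cells with stable M3 receptor; B-score is computed from the integrated fluorescence ratio over baseline after carbachol; higher B-score means a larger calcium signal and so more RGS4 inhibition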
TRPC4 agonist = activators of mouse TRPC4 channel, primary screen, Fluo4 calcium, HEK293 TRPC4beta/mu-opioid cells; B-score at 10 µM; AID 2237, 2010; 310,000 compounds, 0.49% hits; Fluo4 calcium fluorescence; hits give high values;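 active means B-score above 5 SD of library B-scores, and initial fluorescence ratio not above library mean plus 5 SD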;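 further: positive B-score marks a calcium rise read as TRPC4 activation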
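Material: HEK293 stable line with TRPC4beta plus mu-opioid receptor; technique: Fluo4 calcium-sensitive dye fluorescence, kinetic, 1 Hz baseline; timing: Fluo4 dye loading 45 min at room temperature, 110 s recording; controls: assay buffer as low control, maximal DAMGO as high control; read-out: integrated baseline-normalised fluorescence ratio, converted to per-well B score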
TRPC4 PAM = positive allosteric modulators of TRPC4, primary screen, cell-based, mouse TRPC4beta, HEK293 mu-opioid, Fluo-4 calcium | Short transient receptor potential channel 4 (Mus musculus), Q9QUQ5 | DAMGO EC20, Fluo-4 Ca2+ flux; hits give high values | B-score at 10 µM | 310,000 compounds, 0.42% hits | AID 2227, 2009;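 active means B-score of calcium response area above 5 SD of library B-scores, with initial fluorescence ratio within 5 SD of library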;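 further: B-score of integrated fluorescence ratio over time as area under calcium response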
MrgX1 ag = agonists of human MrgX1 receptor, primary screen, HEK293 cells, Fluo-4 calcium flux | B-score at 10 µM | 310,000 compounds, 0.44% hits | Mas-related G-protein coupled receptor member X1 (Homo sapiens), Q96LB2 | Fluo-4 calcium fluorescence, agonist mode; hits give high values;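 active means calcium response B-score plate-corrected fluorescence ratio at least 3 library SD, with starting fluorescence B-score inside 5 SD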
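Assay system: MrgX1-expressing HEK293 cells / Amount: fifteen thousand cells per well / Doses: test compound in the initial addition of three / Timing: cells plated overnight, dye loaded 0.5 h 37 °C, 0.5 h room temperature / Technique: kinetic calcium dye fluorescence, Fluo-4 NW / Control set: positive and negative controls per plate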
TMEM16A inh = TMEM16A chloride channel inhibitors, primary screen, cell-based, HTS | Anoctamin-1 (Mus musculus), Q8BHY3 | HEK293 TMEM16A/YFP iodide influx fluorescence, ionomycin | normalized B-score (activity score, 25-100; higher = stronger inhibition) at 10 µM | 310,000 compounds, 1.2% hits | AID 588511, 2011;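 active means ratio plate-corrected score three or more library SD toward inhibition, starting fluorescence score within five deviations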;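 further: score derived from kinetic fluorescence span divided by baseline fluorescence per well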
Target sequence (Q8BHY3 whole entry, looked up): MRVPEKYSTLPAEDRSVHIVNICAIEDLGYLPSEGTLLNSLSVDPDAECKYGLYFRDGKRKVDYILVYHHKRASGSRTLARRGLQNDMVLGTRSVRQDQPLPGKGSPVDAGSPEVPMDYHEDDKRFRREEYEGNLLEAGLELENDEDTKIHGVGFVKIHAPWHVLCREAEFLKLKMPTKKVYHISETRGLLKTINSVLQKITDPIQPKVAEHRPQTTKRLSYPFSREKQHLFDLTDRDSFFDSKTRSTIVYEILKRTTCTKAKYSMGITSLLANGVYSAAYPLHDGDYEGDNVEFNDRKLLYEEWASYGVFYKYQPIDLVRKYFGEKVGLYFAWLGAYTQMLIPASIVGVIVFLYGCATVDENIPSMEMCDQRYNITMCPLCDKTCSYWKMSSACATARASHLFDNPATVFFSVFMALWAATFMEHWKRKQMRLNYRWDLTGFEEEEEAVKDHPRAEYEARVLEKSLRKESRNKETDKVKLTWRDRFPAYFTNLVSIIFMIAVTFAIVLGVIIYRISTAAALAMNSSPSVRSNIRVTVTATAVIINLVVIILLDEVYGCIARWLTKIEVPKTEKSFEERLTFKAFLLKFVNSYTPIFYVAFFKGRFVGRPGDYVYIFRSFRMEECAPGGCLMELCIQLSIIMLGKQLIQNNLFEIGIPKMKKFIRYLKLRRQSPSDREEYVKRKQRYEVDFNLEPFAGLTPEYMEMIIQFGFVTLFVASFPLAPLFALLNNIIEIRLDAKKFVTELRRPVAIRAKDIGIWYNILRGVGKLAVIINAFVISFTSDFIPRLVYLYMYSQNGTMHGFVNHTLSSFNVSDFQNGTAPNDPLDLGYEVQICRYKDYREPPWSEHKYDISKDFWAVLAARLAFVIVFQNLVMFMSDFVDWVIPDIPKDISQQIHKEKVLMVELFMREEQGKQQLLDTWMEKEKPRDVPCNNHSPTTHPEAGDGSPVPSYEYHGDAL
TRPC6 inh = mouse TRPC6 channel inhibitors, primary screen, cell-based, HEK293, membrane potential dye. Short transient receptor potential channel 6 (Mus musculus), Q61143. ACh-evoked depolarization; hits give low values. B-score at 10 µM. 310,000 compounds, 1.1% hits;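 active means B-score under library mean minus 3 SD, initial fluorescence not abnormally high, positive integrated signal ratio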;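 further: B-score derived from integrated fluorescence ratio over the kinetic read; more negative B-score means stronger inhibition of depolarization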
TMEM16A act = TMEM16A chloride channel activators or potentiators, primary screen, cell-based, HTS; Anoctamin-1 (Mus musculus), Q8BHY3; HEK293 TMEM16A/YFP-H148Q/I152L, iodide quench fluorescence; hits give low values; B-score at 10 µM; 340,000 compounds, 0.3% hits; AID 623877, 2012;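 active means fluorescence-ratio B-score plate-corrected deviation score at least 3 library SD below zero, with starting fluorescence score within 5 deviations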;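 further: channel opened by trigger with iodide after compound preincubation; score built on the fluorescence ratio of max minus min over baseline; more negative score means more quench and so TMEM16A activation or potentiation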
MrgX1 antag = antagonists of human MrgX1 receptor, primary screen, HEK293 cells, Fluo-4 calcium flux; Mas-related G-protein coupled receptor member X1 (Homo sapiens), Q96LB2; BAM8-22 antagonism; hits give low values; B-score at 10 µM; 310,000 compounds, 1.3% hits;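 active means calcium-response B-score plate-corrected more than 3 library SD below zero, starting fluorescence within 5 deviations, no agonist response on first addition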;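 further: peak minus trough fluorescence over baseline after final BAM8-22 challenge near maximal dose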
* hit, by the source's call; i = inactive; nt = not tested or not shown.

canonical_smiles	TMEM16A act	MrgX1 antag	RGS4 inh	MrgX1 allo act	TRPC4 block	TMEM16A inh	TRPC4 PAM	TRPC6 act	TRPC6 inh	MrgX1 ag	TRPC4 agonist
Cc1cccc(C(=O)NCCc2nnc(SCC(=O)Nc3nc(C)cs3)n2C)c1	i	i	i	i	i	i	i	i	i	i	i
CC(C)CCNC(=O)c1cc(S(=O)(=O)N2CCCCC2)ccc1N1CCOCC1	i	i	i	i	i	i	i	i	i	i	i
NS(=O)(=O)c1cc([N+](=O)[O-])ccc1NCc1cccnc1	i	i	i	i	i	i	i	i	i	i	i
COC(=O)c1ccc(NC(=S)NC2CC3CCC2C3)cc1 (stereo not given)	i	i	i	i	i	i	i	i	i	i	i
O=C(CN1CCN(S(=O)(=O)c2ccc(Cl)cc2)CC1)NC(=O)NC1CCCCC1	i	i	i	i	i	i	i	i	i	i	i
O=C(O)c1ccc2c(c1)C(=O)N(c1ccc(OCc3ccccc3)cc1)C2=O	i	i	i	i	i	i	i	i	i	i	i
Cc1cc(C(=O)OCC(=O)Nc2cc(S(=O)(=O)N(C)C)ccc2C)c2ccccc2n1	i	i	i	i	i	i	i	i	i	i	i
O=C(NCCN1CCOCC1)c1cc(-c2ccc(F)cc2)nc2ccccc12	i	i	i	i	i	i	i	i	i	i	i
Cc1ccc(-c2nnn(CC(=O)N3CCCCC3)n2)o1	i	i	i	i	i	i	i	i	i	i	i
COc1ccc(CCNC(=O)C2CC(c3cccc(F)c3)=NO2)cc1 (stereo not given)	i	i	i	i	i	i	i	i	i	i	i
COc1ccccc1N1C(=O)C(=O)N(C)C1=O	i	i	i	i	i	i	i	i	i	i	i
CCS(=O)(=O)NCC(c1cccnc1)N1CCN(c2ccccc2F)CC1 (stereo not given)	i	i	i	i	i	i	i	i	i	i	i
Cc1ccc(-c2nn(-c3ccccc3)cc2/C=N/n2c(-c3ccncc3)n[nH]c2=S)cc1	i	i	i	i	i	i	i	i	i	i	i
O=C(COc1ccc(Cl)cc1Br)N1CCN(S(=O)(=O)c2ccccc2)CC1	i	i	i	i	i	i	i	i	i	i	i
O=S(=O)(c1ccccc1)N1CCC(O)(CSc2ccc(Cl)cc2)CC1	i	i	i	i	i	i	i	i	i	i	i
CCOC(=O)c1ccc(NC(=O)c2c(C)[nH]c(C(=O)OCC)c2C)cc1	i	i	i	i	i	i	i	i	i	i	i
CC(=O)Nc1ccc(S(=O)(=O)N(C)CC(=O)NCCC2=CCCCC2)cc1	i	i	i	i	i	i	i	i	i	i	i
COc1ccc(NC(C)=O)cc1NC(=O)c1ccc(Cl)cc1	i	i	i	i	i	i	i	i	i	i	i
COCCn1c(Cc2ccccc2)nnc1SCC(=O)NC1CCCCC1	i	i	i	i	i	i	i	i	i	i	i
COc1ccccc1C(=O)NCCC(=O)NCCCSc1ccccc1	i	i	i	i	i	i	i	i	i	i	i
CC(=O)c1cccc(CN2CCN(C(C)C)C(CCO)C2)c1 (stereo not given)	i	i	i	i	i	i	i	i	i	i	i
CC1=Nc2ccc(Br)cc2C(c2ccccc2)N1CC(=O)O (stereo not given)	i	i	i	i	i	i	i	i	i	i	i
Cc1ccnc(NC(=O)CCC(=O)N(CC(=O)NC2CCCCC2)C2CCCC2)c1	i	i	i	i	i	i	i	i	i	i	i
O=C(COC(=O)c1ccccc1)NC1CCCC1	i	i	i	i	i	i	i	i	i	i	i
COc1ccccc1NC(=O)Nc1cc(C(C)(C)C)nn1C	i	i	i	i	i	i	i	i	i	i	i
CCOC(=O)CSc1nc(C)c2cc(C)c(C)cc2n1	i	i	i	i	i	i	i	i	i	i	i
COc1ccc(Cl)cc1NC(=O)NCC1CCN(Cc2cc(C)ccc2C)CC1	i	i	i	i	i	i	i	i	i	i	i
O=C1CC(c2ccc(F)cc2)Sc2nc(C34CC5CC(CC(C5)C3)C4)nn21 (stereo not given)	i	i	i	i	i	i	i	i	i	i	i
Cc1ccc(S(=O)(=O)N2CCC(C(=O)Nc3ccccc3N3CCCCC3)CC2)cc1	i	i	i	i	i	i	i	i	i	i	i
COc1ccc(CN2CCNC(=O)C2CC(=O)N(C)CCc2cnn(C)c2)c(F)c1 (stereo not given)	i	i	i	i	i	i	i	i	i	i	i
CCc1c(C(=O)NNC(=S)NCC2CCCO2)csc1C (stereo not given)	i	i	i	i	i	i	i	i	i	i	i
S=C1N(c2ccccc2)CN(C2CCCCC2)CN1c1ccccc1	i	i	i	i	i	i	i	i	i	i	i
O=c1[nH]c(CN(CCO)CCO)nc2c1C1(CCCCC1)Cc1ccccc1-2	i	i	i	i	i	i	i	i	i	i	i
CSc1sc(C(=O)NNC(C)=O)c2c1C1(CCC2)SCCS1	i	i	i	i	i	i	i	i	i	i	i
CCONc1ncnc2nonc12	i	i	i	i	i	i	i	i	i	i	i
COc1cc(SC)ccc1C(=O)OCC(=O)NC(=O)NC(C)C	i	i	i	i	i	i	i	i	i	i	i
Cc1cc(C(=O)COc2nncc3ccccc23)c(C)n1C	i	nt	i	nt	i	nt	i	i	i	nt	i
Cc1ccccc1OCCCC(=O)Nc1ccc(S(=O)(=O)Nc2onc(C)c2C)cc1	i	i	i	i	i	i	i	i	i	i	i
Cc1ccc(CNC(=O)c2ccc3c(=O)n(CC4CCCO4)c(=S)[nH]c3c2)cc1 (stereo not given)	i	i	i	i	i	i	i	i	i	i	i
COc1ccccc1NS(=O)(=O)c1cccc(NC(=O)c2cc3ccccc3oc2=O)c1	i	i	i	i	i	i	i	i	i	i	i
Cc1ccc(S(=O)(=O)CC(=O)NC(C)(C)C)cc1	i	i	i	i	i	i	i	i	i	i	i
CCOC(=O)N1CCC(Nc2c(NCCN3CCN(c4ccccc4F)CC3)c(=O)c2=O)CC1	i	i	i	i	i	i	i	i	i	i	i
Cc1cccc(NC(=O)C2CC(O)CN2C(=O)OCc2ccccc2)c1 (stereo not given)	i	i	i	i	i	i	i	i	i	i	i
COc1cc2c(c(O)c1OC)-c1c(cc(OC)c(OC)c1O)[C@@H](OC(=O)c1ccccc1)[C@@](C)(O)[C@@H](C)[C@@H]2OC(C)=O	nt	nt	i	nt	nt	nt	i	i	i	nt	i
O=C(COC(=O)Cc1ccc(Br)cc1)NCC1CCCCC1	i	i	i	i	i	i	i	i	i	i	i
CN1CCc2c(c3ccccc3n2C)C1	i	i	i	i	i	i	i	i	i	i	i
CC(=O)N(Cc1c(C#N)c2ccccc2n1C)c1ccccc1	i	i	i	i	i	i	i	i	i	i	i
CCCCN(CC)Cc1ccc(CNC(=S)Nc2ccccc2F)o1	i	i	i	i	i	i	i	i	i	i	i
CCCCn1c(NC(=O)CC)c(C#N)c2nc3ccccc3nc21	i	i	i	i	i	i	i	i	i	i	i
COCCSc1ccccc1C(=O)Nc1nccs1	i	i	i	i	i	i	i	i	i	i	i
CCC1=NN(C(=O)c2ccc(C)cc2)C(O)(c2ccc(Br)cc2)C1 (stereo not given)	i	i	i	i	i	i	i	i	i	i	i
CC(C)C1CC(CCNCc2ccc3c(c2)OCO3)(c2ccccc2)CCO1 (stereo not given)	i	i	i	i	i	i	i	i	i	i	122*
CC(=O)Nc1ccc(NC(=O)CSc2nnc3ccc(-c4ccccn4)nn23)cc1	i	i	i	i	i	i	i	i	i	i	i
O=C1CC(c2cccc(F)c2)SC(N(c2ccccc2)c2ccccc2)=N1 (stereo not given)	i	i	i	i	i	i	i	i	i	i	i
O=C(Nc1cccc(N2C(=O)C=CC2=O)c1)c1cccs1	i	i	21*	i	i	i	i	i	i	35*	i
N#CCC(=O)Nc1ncc(Cc2ccccc2Cl)s1	i	i	i	i	i	i	i	i	i	i	i
Nc1nonc1-n1nnc(C(=O)N/N=C/c2cccc(Cl)c2)c1CSc1ccccc1	i	i	i	i	i	i	i	i	i	i	i
CCS(=O)(=O)c1nc(S(=O)(=O)c2ccc(Cl)cc2)c(NCCCN2CCCC2=O)s1	i	i	i	i	i	i	i	i	i	i	i
O=c1c2ccccc2ncn1CCOCCOc1ccc([N+](=O)[O-])cc1	i	i	i	i	i	i	i	i	i	i	i
COc1ccc(CCN(C)C(=O)c2c(C)nn(CC(C)C)c2Cl)cc1OC	i	i	i	i	i	i	i	i	i	i	i

More compounds follow.
canonical_smiles	TMEM16A act	MrgX1 antag	RGS4 inh	MrgX1 allo act	TRPC4 block	TMEM16A inh	TRPC4 PAM	TRPC6 act	TRPC6 inh	MrgX1 ag	TRPC4 agonist
CCN(CC)c1ccc(N2C(=O)/C(=C\c3cccs3)SC2=S)cc1	i	i	i	i	i	i	i	i	i	i	i
Cc1c(OCc2nn[nH]n2)ccc2c3c(c(=O)oc12)CCC(C)C3 (stereo not given)	i	i	i	i	i	i	i	i	i	i	i
CCOC(CCn1c(SCc2cccc([N+](=O)[O-])c2)nc2ccccc2c1=O)OCC	i	i	i	i	i	i	i	i	i	i	i
Cc1ccc(-n2nc3c(c2NC(=O)CC(C)C)CS(=O)C3)cc1 (stereo not given)	i	i	i	i	i	i	i	i	i	i	i
CC1CCN(C(=O)CSc2nnc(-c3cccnc3)o2)CC1	i	i	i	i	i	i	i	i	i	i	i
COc1ccccc1C1CCCN1Cc1nc(-c2ccc(C)s2)oc1C (stereo not given)	i	i	i	i	i	i	i	i	i	i	i

Compound activity deposited in PubChem BioAssay by Johns Hopkins Ion Channel Center.
